# Screening data as filed in PubChem BioAssay.
# HTT aggregate: mutant huntingtin aggregation inhibition | AID 1688 | PC12 HttQ103-GFP aggregates, Acumen cytometry, 40 h | 1.1% of 220,000 active | Potency, µM (highest dose often 46.1 µM), for the others: at the top dose activity change, negative = inhibition, actives largely listed as inhibitors; also: potency is read from the fitted curve at half-maximal effect; % is scaled to controls: 0 for no effect and ±100 for the full control effect; nearly all actives have a fitted effect of over 60% in size
#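 Huntingtin Q103 exon 1–GFP aggregates in induced PC12 cells (100 nM tebufenozide) were quantified by cytometry from lysates, with compounds dosed in titration.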
# Luc counter: blocks Kinase-Glo luciferase, a counter-screen artifact; Kinase-Glo luciferase, ATP luminescence, 8 min; Q27757; AID 1379; Potency, µM (series often up to 38.3 µM), inactives show at the highest dose activity change, negative = inhibition, usual class: inhibitors; 0.28% of 200,000 active; also: potency is read from the fitted curve at half-maximal effect; % is scaled to controls: 0 for no effect and ±100 for the full control effect; nearly all actives have a fitted effect of over 60% in size
#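 Luminescence was the read-out, taken after 8-minute incubation at ambient temperature. Luciferase turned over luciferin with 10 uM ATP in imidazole pH 7.2 buffer containing KCl, MgCl2, Tween 20 and BSA.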
# Lamin A splicing: changes lamin A minigene splicing in HeLa cells; HeLa LMNA splicing GFP/RFP minigene ratio, 48 h; Potency, µM (highest dose often 46.1 µM), for the others: top-dose ratio change, negative = inhibition, usual class: inhibitors; 0.01% of 200,000 active; active = well fitted inhibition curve with a large enough effect in the signal ratio, with a control signal flat, not every such curve was filed as active; inconclusive = small, poorly fitted or top-dose-only effect, or effect the other way, or a change in a side signal; the % refers to the signal ratio; also: potency is read from the fitted curve at half-maximal effect; % is scaled to controls: 0 for no effect and ±100 for the full control effect
#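 S3 HeLa stable clones carrying a lamin A-EGFP splicing minigene plus DsRed2 were seeded at 600 cells/well in Opti-MEM with 2% FBS, pin-dosed and incubated 48 h at 37°C. Acumen cytometry (488 nm) gave the GFP/RFP total-intensity ratio.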
# NPSR antagonist: neuropeptide S receptor (human) antagonism, cAMP | Potency, µM (series often up to 38.3 µM), for inactives: top-dose activity change, negative = inhibition, hits mostly inhibitors | 1% of 220,000 active | CHO-NPSR cells, cAMP TR-FRET, antagonist mode | Q6W5P4; also: potency is read from the fitted curve at half-maximal effect; % is scaled to controls: 0 for no effect and ±100 for the full control effect; nearly all actives have a fitted effect of over 50% in size; many of its hits are not listed in these tables
# Target sequence (Q6W5P4 whole entry, looked up): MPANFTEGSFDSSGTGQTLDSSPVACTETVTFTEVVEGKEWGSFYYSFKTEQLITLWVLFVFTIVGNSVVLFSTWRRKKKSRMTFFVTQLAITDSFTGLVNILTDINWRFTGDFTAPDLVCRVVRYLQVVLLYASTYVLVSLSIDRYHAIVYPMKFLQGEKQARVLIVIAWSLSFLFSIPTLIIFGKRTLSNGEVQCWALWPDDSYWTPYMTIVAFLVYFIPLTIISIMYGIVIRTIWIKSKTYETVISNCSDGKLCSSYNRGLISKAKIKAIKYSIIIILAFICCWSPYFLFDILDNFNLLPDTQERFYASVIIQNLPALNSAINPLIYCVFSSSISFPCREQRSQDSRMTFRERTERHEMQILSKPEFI
# Epigenetic derep: regulators of epigenetic silencing causing reporter derepression in mouse cells; AID 1865; Potency, µM (series often up to 53.9 µM), without a hit: at the highest dose GFP activation, usual class: activators; 0.2% of 280,000 active; murine LDR cells, GFP reporter derepression, 30 h; also: potency is read from the fitted curve at half-maximal effect; % of control where 0% means no effect; nearly all actives have a fitted effect of over 60% in size
#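 Murine LDR cells carrying a silenced, genomically integrated CMV-driven GFP reporter were exposed to compound for 30 hours at 37 C. After PBS washes, GFP-positive cells (20–120 um objects) were counted by laser-scanning microplate cytometry.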
# CBFb-RUNX1 inh: inhibitors of human CBF-beta and RUNX1 interaction. Potency, µM (top dose mostly 59.8 µM), inactives show at the highest dose activity, negative = inhibition, actives largely listed as inhibitors. Q01196+Q13951. AlphaScreen CBFb-His/RUNX1-biotin binding, biochemical. 230,000 tested, under 10 active; also: % of control where 0% means no effect
# Target sequence (Q01196 whole entry, looked up): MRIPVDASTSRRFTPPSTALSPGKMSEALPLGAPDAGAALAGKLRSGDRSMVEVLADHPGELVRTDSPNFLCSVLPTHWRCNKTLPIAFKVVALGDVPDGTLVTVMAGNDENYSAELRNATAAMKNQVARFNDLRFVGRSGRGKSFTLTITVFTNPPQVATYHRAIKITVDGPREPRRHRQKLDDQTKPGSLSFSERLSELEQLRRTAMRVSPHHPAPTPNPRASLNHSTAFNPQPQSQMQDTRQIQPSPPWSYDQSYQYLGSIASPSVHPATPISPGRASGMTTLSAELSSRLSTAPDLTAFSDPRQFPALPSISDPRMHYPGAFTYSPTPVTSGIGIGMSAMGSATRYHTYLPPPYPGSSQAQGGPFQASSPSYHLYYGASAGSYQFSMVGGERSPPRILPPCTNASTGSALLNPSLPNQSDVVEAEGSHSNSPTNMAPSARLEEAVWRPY
# Target sequence (Q13951 whole entry, looked up): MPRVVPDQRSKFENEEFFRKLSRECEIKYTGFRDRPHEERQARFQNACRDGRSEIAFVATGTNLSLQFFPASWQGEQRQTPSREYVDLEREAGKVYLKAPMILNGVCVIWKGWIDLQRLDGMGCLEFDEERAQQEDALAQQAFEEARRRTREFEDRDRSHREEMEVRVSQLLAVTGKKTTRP
#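 His-tagged CBF-beta and biotinylated RUNX1 (30 nM each) were premixed 20 min at room temperature, exposed to compound for 15 min, then given nickel-chelate and streptavidin AlphaScreen beads (50 ng each). After 90 min, AlphaScreen signal was read.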
# IMPase Li cell: IMPase inhibition in cells with lithium potentiation; AID 1457; CHO-M1 cells, IP1 TR-FRET (IP-One), carbachol + lithium; 0.35% of 210,000 active; Potency, µM (series often up to 59.4 µM), for the others: top-dose activity, negative = IMPase inhibition, usual class: inhibitors;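 also: IP1 builds up when IMPase is blocked and the TR-FRET signal falls; potency is read from the fitted curve at half-maximal effect; plate controls were basal vehicle for no effect and high inhibitor control for full effect; nearly all actives have a fitted effect of over 50% in size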
#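 Test compounds were applied to CHO-M1 cells previously cultured for 16–30 h at 2000 per well. A small lithium amount accompanied them; after 30 min at 37C, IP1 was quantified by TR-FRET.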
# The depositor's hits bear a star; ? = inconclusive; · = not tested or not shown; & = joins results of further samples; [ ] = another dose, or the depositor's remark. Unless noted, calls follow the shape of the dose curve; as a rule, active = well fitted curve in the direction sought with a large enough effect; inconclusive = small, poorly fitted or top-dose-only effect, or another doubt; inactive = no such curve, though single readings can be large; an effect the other way counts as inactive or inconclusive.
SMILES,HTT aggregate,Luc counter,Lamin A splicing,NPSR antagonist,Epigenetic derep,CBFb-RUNX1 inh,IMPase Li cell
O=C1CN(C(=O)C2CCCC2)CCN1,10%,2%,-1%,15%,1.0%,0%,-4%
CCN(CC)C(=O)CSc1nc(-c2ccccc2)ccc1C#N,3%[9.22 µM],-1%,?,9%,-0.1%,-6%,6%
Cc1cc(C)cc(NC(=O)c2c(C)nc3ccccn23)c1,-22%[9.22 µM],1%,·,-6%,-2.6%,-4%,-1%
Cc1ccc(NC(=O)c2c(C)nn(-c3ccccc3)c2Cl)c(C)c1,-1%,-2%,7%,-17%[46.1 µM],-4.5%,-9%,33%[activator][38.3 µM]
CCCCNC(=O)NC1C(NC(=O)NCCCC)N(C)C(=O)N1C (configuration not stated),4%,-3%,5%,-1%[46.1 µM],4.3%,-5%,-2%[38.3 µM]
O=C(CN1C(=O)C2C3C=CC(C3)C2C1=O)Nc1ccc2nccnc2c1 (configuration not stated),-12%,-1%,-8%,11%[46.1 µM],1.0%,4%,1%[38.3 µM]
O=C(NC(Cc1c[nH]c2ccccc12)C(=O)O)c1cccs1 (configuration not stated),-12%,-1%,?,4%,-1.4%,4%,0%
Fc1ccc(-c2cc(C(F)(F)C(F)F)[nH]n2)cc1,19%[9.22 µM],·,·,-7%,-1.2%,9%,·
CCc1ccc(NC(=O)CC2C(=O)N(c3cccc(C)c3)C(=O)N2C2CC2)cc1 (configuration not stated),?,5%,·,-4%,-4.7%,-15%,5%
CC1(C)SC2C(NC(=O)COc3ccccc3)C(=O)N2C1C(=O)O (configuration not stated),-10%[9.22 µM],2%&0%,12%[46 µM],-21%,0.0%&-1.1%,-1%&4%,-6%&-11%
CC1C/C(=C/c2ccncc2)C(=O)/C(=C/c2ccncc2)C1 (configuration not stated),?,-1%,·,-59%,?,-2%,-4%
CCOC(=O)c1c(-c2ccccc2)csc1NC(=O)CSc1nc(C)cc(C)n1,?,1%,?,-50%,0.2%,18%,15%
COc1ccccc1-n1cnc2cc(NC(C)=O)ccc21,4%,-1%,-7%,-6%[46.1 µM],0.0%,1%,19%[38.3 µM]
Cc1ccc(N2C(=O)CS/C2=C(\C(Cl)=C(Cl)Cl)[N+](=O)[O-])cc1,?,-8%,4%,-27%[46.1 µM],?,?,-4%[38.3 µM]
CCC(=O)NCCCOc1ccccc1,29%,-2%,9%,4%[46.1 µM],-1.0%,3%,-5%[38.3 µM]
COc1cccc(C(=O)C2CCCN(C(=O)CCC3=NNC(=O)CC3)C2)c1 (configuration not stated),10%[9.22 µM],1%,·,-3%,-1.0%,1%,5%
Clc1ccc(Cn2ncc3c(N4CCCCC4)ncnc32)cc1,-26%,6%,-7%,-23%[46.1 µM],2.3%,12%,46%[activator][38.3 µM]
CC(C)Oc1ccc(C2CC(=O)N(c3cccc(Br)c3)C2=O)cc1 (configuration not stated),19%[9.22 µM],·,·,-17%,1.1%,28%,·
CCCC(=O)Nc1c(-c2cccs2)c(=O)c2ccccc2n1C,-4%,-6%,0%,-2%[46.1 µM],-2.9%,2%,8%[38.3 µM]
O=C(NS(=O)(=O)Oc1ccc(Cl)cc1)OC[C@@H]1CCCN2CCCC[C@H]12,4%,2%,-11%,36%,-3.2%,10%,-5%
O=C(NNc1c(Cl)cncc1Cl)c1cccs1,0%[9.22 µM],·,·,-7%,-0.3%,4%,·
COc1ccc(CCNC(=O)C2CCN(S(=O)(=O)c3c(C)noc3C)CC2)cc1OC,14%,-1%,6%,-7%[46.1 µM],-0.7%,-3%,-5%[38.3 µM]
CC(=O)c1cnn(-c2ccccc2)c1C,2%,2%,·,2%,2.8%,-1%,-4%
COc1ccc(CCn2c(N)cc(=O)[nH]c2=O)cc1OC,16%,0%,·,27%,0.5%,-2%,1%
CCN=C1Sc2nc3ccc(OCC)cc3cc2CN1CCOC,-1%,-1%,1%,-19%[46.1 µM],0.1%,0%,15%[38.3 µM]
COCCn1c(=O)[nH]c(=O)c2c1nc(-c1cc(Br)c3c(c1)OCO3)n2Cc1ccccc1,5%,-1%,-9%[46 µM],-19%,-0.4%,?,2%
FC(F)(F)c1nc2ccccc2nc1N/N=C\c1ccccc1,-13%,-5%,?,?,1.0%,?,9%[38.3 µM]
CCOC(=O)c1cc(N)cc([N+](=O)[O-])c1,11%,-4%,13%,14%,1.1%,-1%,5%
Cc1cccc(-c2nc(=S)c3c(o2)CCCC3)c1,-2%,-11%,-7%,?,-4.2%,5%,34%[38.3 µM]
CCn1c(CNc2cccc(C(F)(F)F)c2)n[nH]c1=S,6%[9.22 µM],-1%,?,5%,-3.5%,7%,11%
Cc1nnc(SCC(=O)N2c3ccccc3C(C)(c3ccccc3)CC2(C)C)s1 (configuration not stated),7%,-1%,?,?,1.5%,1%,15%
Cc1ccc(-n2cc(-c3ccccc3)c3c(N4CCN(C)CC4)ncnc32)cc1,?,0%,·,-36%,-4.1%,-1%,12%
COC(C(=O)NC1CC1)c1ccccc1 (configuration not stated),-1%,-2%,-14%,12%,12%,1%,1%
Cc1cccc(C)c1OCC(=O)Nn1c(COc2ccccc2)nc2ccccc2c1=O,12%[9.22 µM],3%,7%,-16%[46.1 µM],-0.3%,4%,33%[activator][38.3 µM]
Nc1nnc(-c2cccc([N+](=O)[O-])c2)o1,-1%[9.22 µM],·,·,-23%,7.0%,-2%,·
CN(C)C(=O)/C(=C\c1ccncc1)NC(=O)c1ccccc1,-4%[9.22 µM],-4%,·,-14%,0.9%,-2%,-1%
CC(C)NC(=O)CC1C(=O)NCCN1CC(c1ccccc1)c1ccccc1 (configuration not stated),-2%[9.22 µM],·,·,1%,-0.1%,2%,-4%
CCC(=O)c1cc2c(C)cc(=O)oc2c(C)c1OC,-33%,0%,-2%,-4%[46.1 µM],-1.0%,-3%,8%
CC(=O)[C@]1(O)CCC2C3CC(C)C4=CC(=O)C=CC4(C)[C@@]3(F)C(O)C[C@]21C (some centres not stated),·,-4%,·,·,-0.5%,6%,2%
O=C(CCCn1c(=S)[nH]c2cc3c(cc2c1=O)OCO3)N1CCN(c2ncccn2)CC1,-17%,2%,1%,?,-1.1%,4%,-9%[38.3 µM]
CN(CCCNC(=O)c1cc2c(Cl)nc3ccccc3c2s1)Cc1ccccc1,?,0%,?,-20%,-0.6%&-0.3%,-20%,10%
Fc1ccc(CNC(=S)NC2CCCC2)cc1,-17%,3%,?,8%,-1.8%,2%,9%
OC1CCC2Cc3ccccc3N=C12 (configuration not stated),·,3%,·,·,-1.5%,4%[21.7 µM],10%
COc1ccc(C(=O)c2ccccc2)c2c(O)ccc(C(=O)c3ccccc3)c12,3.5µM*,0%,?,?,-1.6%,-5%,49%[activator][38.3 µM]
CCOC(=O)C1CCN(S(=O)(=O)c2c(C)[nH]c(=O)[nH]c2=O)CC1,0%,-3%,4%,-3%[46.1 µM],0.0%,5%,15%[38.3 µM]
Cc1ccc(NC(=O)C/C(N)=N/O)cc1C,13%,-7%,2%,-2%[46.1 µM],-1.2%,0%,-2%[38.3 µM]
C=CCOCC(O)CS(=O)(=O)Cc1ccc(Cl)cc1 (configuration not stated),1%,-1%,17%,0%[46.1 µM],-1.0%,1%,18%[38.3 µM]
COC(=O)c1ccc(N2CCN(C)CC2)c(NC(=O)c2cccnc2)c1,3%,-3%,·,16%,-2.9%,6%,-1%
Cn1c(=O)c2c(-c3ccccc3)n(-c3ccccc3O)cc2n(C)c1=O,-7%,-2%,?,-4%[46.1 µM],0.0%,1%,?
Cc1ccccc1-n1c(SCC(=O)c2c(N)n(C)c(=O)n(C)c2=O)nc2sc3c(c2c1=O)CCCC3,-4%,1%,?,-1%,1.1%,5%,-2%

# Among those listed so far, 2 have a COOH group.
SMILES,HTT aggregate,Luc counter,Lamin A splicing,NPSR antagonist,Epigenetic derep,CBFb-RUNX1 inh,IMPase Li cell
O=C(NC(Cc1c[nH]c2ccccc12)C(=O)O)c1cccs1 (configuration not stated),-12%,-1%,?,4%,-1.4%,4%,0%
CC1(C)SC2C(NC(=O)COc3ccccc3)C(=O)N2C1C(=O)O (configuration not stated),-10%[9.22 µM],2%&0%,12%[46 µM],-21%,0.0%&-1.1%,-1%&4%,-6%&-11%

# New compounds follow
SMILES,HTT aggregate,Luc counter,Lamin A splicing,NPSR antagonist,Epigenetic derep,CBFb-RUNX1 inh,IMPase Li cell
CC(=O)N/C(=C/c1ccc(OS(=O)(=O)c2ccc(C)cc2)cc1)C(=O)NCCO,-4%,1%,?,14%,0.1%,-22%,-3%
O=C(c1cc(-c2ccncc2)nc2ccccc12)N1CCN(c2ccc(N3CCOCC3)nn2)CC1,-5%,-8%,1%,-11%[46.1 µM],0.3%,-1%,22%[38.3 µM]
O=C(Nc1ccc2nc(-c3ccco3)[nH]c2c1)c1ccco1,-2%[9.22 µM],-16%,8%,?,-4.5%,-2%,-6%[38.3 µM]
CC1CN(CC(O)COc2ccc(C(C)C)cc2)CC(C)O1 (configuration not stated),-15%,0%,6%,-5%[46.1 µM],-0.8%,15%,10%[38.3 µM]
Cc1nn(Cc2cccc(C(=O)Nc3ccn(Cc4ccccc4F)n3)c2)c(C)c1[N+](=O)[O-],10%,-3%,6%,-22%[46.1 µM],-2.8%,2%,36%[activator][38.3 µM]
COc1cc(/C=N/NC(=O)CNC(=O)c2cccs2)ccc1O,11%,-3%,-20%,15%,4.8%,2%,1%
CSC1=C(C#N)C(CC(C)C)C2=C(CCCC2=O)N1 (configuration not stated),-9%,1%,?,-4%[46.1 µM],-0.1%,1%,5%[38.3 µM]
S=c1[nH]ncn1/N=C/c1ccccc1,-18%,-2%,7%,-4%[46.1 µM],1.0%,-6%,-1%[38.3 µM]
Cc1ccc(OCCCC(=O)Nc2ccc(N3CCOCC3)cc2)cc1,-5%,-1%,-4%,-16%[46.1 µM],-1.0%,3%,-13%[38.3 µM]
Oc1ccc(Nc2nnc(-c3ccc(O)cc3)c3ccccc23)cc1,-6%,-8%,?,-23%,1.3%,1%,17%
O=C(NCc1ccc(F)cc1)c1cnc(-c2ccccn2)nc1C(F)(F)F,-4%,-2%,-2%,-1%[46.1 µM],0.8%,2%,-19%[38.3 µM]
OCCN(Cc1nc(-c2ccc3c(c2)OCO3)no1)Cc1cccs1,5%,5%,?,1%,-8.2%,16%,19%
O=Cc1ccc(OCC(=O)NC(=O)NC2CCCCC2)cc1,7%,-3%,10%,-15%[46.1 µM],-5.8%,-4%,26%[38.3 µM]

# A portion of the library (hit frequency here may not be typical).
